Bioassay records (PubChem BioAssay)
GBA activity up: glucocerebrosidase activity enhancement | 30,000 tested, 0.44% active | activation, % at 10 µM | AID 784 | P04062 | L444P Gaucher fibroblasts, 4-MU-glucoside fluorescence, 3 days; in the data active = activation above about 65%;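 also: 0% = vehicle wells and 100% = positive control wells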
Target sequence (P04062 whole entry L483P): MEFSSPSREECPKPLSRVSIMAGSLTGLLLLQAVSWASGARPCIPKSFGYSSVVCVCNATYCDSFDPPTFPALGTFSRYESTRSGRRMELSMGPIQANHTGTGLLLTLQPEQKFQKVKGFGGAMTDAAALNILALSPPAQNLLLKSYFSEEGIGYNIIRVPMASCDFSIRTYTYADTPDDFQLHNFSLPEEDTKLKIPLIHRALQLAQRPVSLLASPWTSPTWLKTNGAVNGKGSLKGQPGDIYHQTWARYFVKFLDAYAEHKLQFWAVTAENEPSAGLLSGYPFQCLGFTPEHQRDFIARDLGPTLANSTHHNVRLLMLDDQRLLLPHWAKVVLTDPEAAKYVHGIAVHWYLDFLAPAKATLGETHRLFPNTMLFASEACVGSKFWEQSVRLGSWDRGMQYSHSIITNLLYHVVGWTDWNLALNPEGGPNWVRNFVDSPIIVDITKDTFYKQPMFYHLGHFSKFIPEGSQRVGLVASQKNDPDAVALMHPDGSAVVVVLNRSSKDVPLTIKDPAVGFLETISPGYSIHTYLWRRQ
* = called active by the depositor. An excerpt (hit frequency here may not be typical).

SMILES | GBA activity up
CC(=O)C1=C(Nc2ccc(C)cc2)CC(C)(O)C(C(C)=O)C1c1ccco1 (stereo not given) | -2
O=C(Nc1ccc(S(=O)(=O)NCCc2ccccc2)cc1)c1ccc(Br)o1 | 4
CCCC(=O)Nc1nnc(Sc2ccc(N(C)C)cc2)s1 | -39
COc1ccc(-c2nnc3ccc(SCC(=O)NCC4CCCO4)nn23)cc1 (stereo not given) | -6
O=C(Nc1nc2c(ccc3ccccc32)s1)c1ccco1 | -27
COc1ccc(OC)c(S(=O)(=O)N2CCCCCC2)c1 | -7
CCCCOn1c(C)c(C(=O)OCC)c2c3no[n+]([O-])c3ccc21 | -13
CS(=O)(=O)N(CC(=O)NCc1ccco1)c1ccc(Cl)c(C(F)(F)F)c1 | -16
CC1Oc2ccccc2N(CC(=O)NCCc2ccccc2)C1=O (stereo not given) | -11
CC(C)C(c1nnnn1Cc1ccccc1)N(Cc1ccco1)Cc1cccs1 (stereo not given) | -57
COc1cccc(/C=c2\sc3nc(-c4cccs4)nn3c2=O)c1OC | -8
COC(=O)c1ccc(CSc2nnc(-c3ccncc3)n2Cc2ccccc2)o1 | -18
CCCn1c(=O)n(C)c(=O)c2c(SCc3cc(C(C)=O)ccc3OCC)nc(C3CC3)nc21 | -3
CCN(CCCNC(=O)COc1cc(=O)n(CC)c2ccccc12)c1ccccc1 | -37
O=C(c1ccccc1Cl)N1CCc2ccccc2C1 | -2
CCOC(=O)c1oc2nc(C)c3c(c2c1N)CC(C)(C)OC3 | -33
Cc1ccc2c(c1)N(C(C)C(=O)NCCc1ccccc1)C(=O)CO2 (stereo not given) | -7
CCc1cc(=O)oc2cc(OC(C)=O)cc(OC(C)=O)c12 | -10
O=C(CN1c2cccc3cccc(c23)S1(=O)=O)NCc1ccc2c(c1)OCO2 | -6
Cn1c(N)c(C(=O)COC(=O)C2(c3ccccc3F)CCCC2)c(=O)n(C)c1=O | -41
O=C(Nc1ccc2c(c1)OCO2)c1cccs1 | -17
CCOC(=O)N1CCC(NC(=O)c2ccc3c(c2)N(C)CCS3)CC1 | -10
COc1ccccc1S(=O)(=O)n1cc(Cc2ccccc2)c(N)n1 | -7
Cc1ccc2c(c1)c1c(n2CC(O)Cn2nc(C)c(Br)c2C)C(=O)CCC1 (stereo not given) | 7
CCn1nnc(NC(=O)c2c(OC)cccc2OC)n1 | 5
Going on with the list:
SMILES | GBA activity up
CCOC(=O)c1cc(NC(=O)c2c(C)noc2C)cc(C(=O)OCC)c1 | 8
COC(=O)C1=C(C)N(Cc2ccco2)C(=O)C1 | -13
Cc1ccc(C(C(=O)NC2CCCC2)N(Cc2ccc(F)cc2)C(=O)c2csnn2)o1 (stereo not given) | 12
O=C(O)c1ccc2c(c1)[C@@H]1C=CC[C@@H]1[C@H](c1ccccn1)N2 | -43
COC(=O)c1c(NC(=O)c2ccc(Br)s2)sc2c1CCC2 | 9
CCCCNC(=O)CN1C(=O)C(CC)Oc2ccc(Cl)cc21 (stereo not given) | -12
CC1CN(S(=O)(=O)c2ccc(NC(=O)c3cc(-c4ccccc4O)n[nH]3)cc2)CC(C)O1 (stereo not given) | 13
O=C(COc1nnc2ccccn12)N1CCN(S(=O)(=O)c2ccccc2)CC1 | -26
O=c1[nH]c2c(s1)C(c1ccco1)C1C3CCC(C3)C1S2 (stereo not given) | -7
O=C(c1ccc(Cl)cc1)N1CCCCC(Sc2nnc(-c3ccc4c(c3)OCO4)o2)C1=O (stereo not given) | -17
Clc1cccc(-c2nn3c(-c4ccncc4)nnc3s2)c1 | -11
Cc1ccc(S(=O)(=O)CC(c2ccccc2)N2CCOCC2)cc1 (stereo not given) | -1
O=C(O)C1CC=CCC1C(=O)Nc1ccc(S(=O)(=O)N2CCCc3ccccc32)cc1 (stereo not given) | 8
O=C(CSc1ccc2nnc(-c3ccccc3)n2n1)NCc1ccco1 | 17
Cc1cccc(C)c1NC(=O)CSCC(=O)O | -8
COc1ccc(C2=NOC(C(=O)NCCN3CCOCC3)C2)cc1 (stereo not given) | 0
O=C(NC1CCCCC1)NC1CC2CCC(C1)N2C(=O)NC1CCCCC1 (stereo not given) | 6
CCOc1cc(/C=N/n2cnnc2)ccc1OCC(=O)Nc1ccccc1OC | -8
CCc1ccc(N2C(=O)c3sc4nnc(C)c(=O)n4c3C2=O)cc1 | -9
N#Cc1nc(Cc2ccccc2)oc1NCc1cccnc1 | -26
COc1ccc(C2(C)NC(=O)N(Cc3cc(Cl)cc4c3OCOC4)C2=O)cc1OC (stereo not given) | -18
O=C(Nc1cccc(NC(=O)C2CC3CCCC(C2)C3=O)n1)C1CC2CCCC(C1)C2=O (stereo not given) | -45
CSCCC(C(=O)O)N1C(=O)c2ccc(C(=O)O)cc2C1=O (stereo not given) | -3
O=C(OC1CCc2ccccc2C1=O)c1ccccc1O (stereo not given) | -5
Cn1c(C(=O)N2CCN(c3cccc(C(F)(F)F)c3)CC2)cc2sccc21 | 9
New compounds follow.
SMILES | GBA activity up
O=C(c1cccs1)c1no[n+]([O-])c1C(=O)c1cccs1 | -72
CCOc1ccccc1NC(=O)N1CCC(c2nc3ccccc3[nH]2)CC1 | -17
CC(C)(C)C(=O)Cn1c[n+](N)cn1 | -20
Cc1[nH]nc2c1C(c1ccc3c(c1)OCO3)C(C#N)=C(N)O2 (stereo not given) | -14
CNC(=O)c1ccccc1NC(=O)c1cccc(S(=O)(=O)N2CCC(C)CC2)c1 | -17
COc1ccc(-c2cc(C(F)(F)F)nc(N3CCN(c4ccc(F)cc4)CC3)n2)cc1OC | -18
Cc1cccc(NC(=O)CSc2nc(C)nc3c2c(=O)n(C)c(=O)n3C)c1 | -9
COC(=O)c1ccccc1NC(=O)c1ccc(COc2ccccc2)o1 | 6
CS(=O)(=O)N1CCCC(C(=O)NCc2ccccc2Cl)C1 (stereo not given) | -34
CCn1cc(S(=O)(=O)CC(=O)Nc2ccc(OC)cc2)c2ccccc21 | -7
C=CCN1C(=O)C2C(C(=O)NCc3ccccc3)C3C=CC2(O3)C1C(=O)NC(C)(C)C (stereo not given) | -19
Cc1ccccc1OCCC(=O)Nc1c(C)n(C)n(-c2ccccc2)c1=O | -23
Cc1cc(Oc2ccc(=O)n(C)n2)nc(Oc2ccc(=O)n(C)n2)n1 | -8
Cc1ccc(OCCn2nc3ccccc3n2)c(C)c1 | -12
Cc1cc(C)n(-c2nc3ccccc3nc2Nc2ccc3[nH]c(=O)[nH]c3c2)n1 | -80
CC(=O)c1cccc(NC(=O)COc2ccccc2)c1 | -16
COC(=O)Cc1c(C)nc2nc(-c3cccnc3)[nH]n2c1=O | 4
O=C(Cn1cccc1)Nc1ccc(F)cc1F | 2
O=C(CSc1ccc(Cl)cc1)N1CCOCC1 | -36
Cc1c(C(=O)NCC2CCCO2)oc2ccc3c(c12)C(=O)CC(C)(C)O3 (stereo not given) | -1
Cn1c(CN2CCC(C(N)=O)CC2)c(C#N)c2ccccc21 | -6
COc1ccc(NC(=O)NS(=O)(=O)c2ccc(C)cc2)c(OC)c1 | -2
CC(c1ccco1)N(C(=O)COc1ccc(Cl)cc1Cl)c1ccccn1 (stereo not given) | -19
CS(=O)(=O)N1CCN(C(=O)C(Sc2ccccc2)c2ccccc2)CC1 (stereo not given) | 8
Cc1cc2c3c(c1)C1(C(=O)N3C(C)(C)CC2C)C(C#N)=C(N)Oc2n[nH]c(C)c21 (stereo not given) | -8
(next part)
SMILES | GBA activity up
CC(C)Cn1cnc2c1c(=O)n(CC(=O)Nc1ccc3c(c1)OCO3)c(=O)n2Cc1ccccc1 | 0
COCON1C(=O)CN(C(C)=O)C1c1ccc(Cl)cc1Cl (stereo not given) | -20
CCn1cc(/C=C(/C#N)S(=O)(=O)c2ccccc2)cn1 | -28
Cc1ccc(S(=O)(=O)NCC(=O)NC2CCCCCC2)cc1 | -40
O=C(COC(=O)c1cccs1)NCc1ccccc1 | -14
COc1ccc(Cl)cc1NC(=O)CN(C1CCCCC1)S(C)(=O)=O | -13
CCn1nnnc1-c1ccc(OC)c(S(=O)(=O)Nc2ccc(C(=O)OC)cc2)c1 | -10
O=C(COC(=O)c1ccc(NS(=O)(=O)c2ccc3c(c2)OCCO3)cc1)NCC1CCCO1 (stereo not given) | -4
CCS(=O)(=O)Nc1ccc(Cc2ccncc2)cc1 | 33
CCc1ccc2oc(-c3cc(N)ccc3O)nc2c1 | 0
CS(=O)(=O)NCc1nnc(SCc2ccccc2C(F)(F)F)o1 | -13
O=C(NCc1cccs1)c1cc2c(s1)CCCC2 | 39
Cc1csc2ncc(C(=O)Nc3ccccc3F)c(=O)n12 | 7
CC(C)C(=O)Nc1cccc(NC(=O)c2cccnc2)c1 | 2
COc1ccc(NC(=O)c2sc(SC)nc2N)cc1 | 10
Cc1ccc(C(C#N)N2CCOCC2)cc1 (stereo not given) | -7
CCOC(=O)C1CCCN(C(=O)c2cc3nc(-c4cccc(OC)c4)cc(C(F)(F)F)n3n2)C1 (stereo not given) | -26
CCOC(=O)C1CCCN(C(=O)C2CCN(S(=O)(=O)CC)CC2)C1 (stereo not given) | -6
COc1ccc2[nH]c(C)c(C(=O)CN(C)C)c2c1 | -8
Nc1nc(Cn2nnc(-c3ccccc3F)n2)nc(N2CCOCC2)n1 | -54
O=C(CCCC(=O)N(CC(=O)NC1CCCCC1)Cc1ccc2c(c1)OCO2)Nc1ccccn1 | -29
Cn1c(-c2ccccc2)cnc1SCC(N)=O | 40
COc1cc(OC)cc(-n2nnnc2SCC(=O)NCc2ccc3c(c2)OCO3)c1 | -4
O=C(NCc1cccs1)c1ccncc1 | 4
CCCNC(=O)C(Cc1ccccc1)NS(=O)(=O)c1cccc2nsnc12 (stereo not given) | 10

Reprinted from the part before: two entries, followed by the next part.
SMILES | GBA activity up
O=C(NCc1cccs1)c1ccncc1 | 4
CCCNC(=O)C(Cc1ccccc1)NS(=O)(=O)c1cccc2nsnc12 (stereo not given) | 10
CCNC(=O)CC1C(=O)N(c2ccccc2)C(=O)N1Cc1ccc(OC)cc1 (stereo not given) | -6
O=C(O)c1ccc(COc2c(F)c(F)cc(F)c2F)cc1 | -9
O=C1CC(N2CCN(c3ccccc3Cl)CC2)C(=O)N1c1cccc(F)c1 (stereo not given) | -2
COc1ccc(S(=O)(=O)N2CCC(C(=O)c3ccc4c(c3)OCCO4)CC2)cc1 | -14
CC1(C(=O)NC2CCCC2)CCC(=O)N1CCC1=CCCCC1 (stereo not given) | 21
Cc1cc(=O)[nH]c(SCC(=O)Nc2nnc(CC(C)C)s2)n1 | -37
CCN(CC)c1cccc(OCC(=O)N(C)CCC#N)c1 | -9
Cc1ccc(NC(=O)C2CCN(C(=O)NC3CCCCC3)CC2)cc1Cl | 29
CCN(C1CCCCC1)S(=O)(=O)c1ccc(S(=O)(=O)NCCc2ccncc2)cc1 | -5
Cc1nnc(NC(=O)CSc2nnc(-c3ccc(S(=O)(=O)N4CCCC4)cc3)n2C)s1 | 8
CSc1cccc(NC(=O)C2CCCN2S(=O)(=O)c2ccc3c(c2)CCC(=O)N3)c1 (stereo not given) | -18
COc1ccc(C)cc1S(=O)(=O)N1CCCCC1 | -8
CCOC(=O)c1cc(CC)sc1NC(=O)CCC(=O)O | -2
COc1ccc(NC(=O)c2ccc(-n3nc(C)c[n+]3[O-])cc2)cc1 | -3
COc1ccccc1C(=O)n1nc(-c2ccccc2)nc1N | 27
CCn1c(=O)cc(OCC(=O)Nc2ccc(Cl)cn2)c2ccccc21 | -83
CCC1Oc2nc(SC)nnc2-c2ccccc2N1C(=O)c1ccccc1 (stereo not given) | 1
CC#CCCCC(=O)Nc1cccc(C(=O)O)c1 | -19
Cc1[nH]c(=O)[nH]c(=O)c1S(=O)(=O)NCCOC12CC3CC(CC(C3)C1)C2 | 3
CCN(CC)C(=O)CSc1nc2sc(C)c(C)c2c(=O)[nH]1 | -52
Cc1nnc(SCC(=O)N2CCC(Cc3ccccc3)CC2)n(N)c1=O | -11
Cc1cccc(Cl)c1OCCCCn1ccnc1 | -19
Cc1cc(=O)cc(C)n1-c1ccccc1N1CCOCC1 | -21
Cc1cccc(NC(=O)c2ccc(S(=O)(=O)N(C)C)cc2)n1 | -52

Copied from the list.
GBA activity up result of `CCN(C1CCCCC1)S(=O)(=O)c1ccc(S(=O)(=O)NCCc2ccncc2)cc1` stands at -5
GBA activity up result of `Cc1cccc(NC(=O)c2ccc(S(=O)(=O)N(C)C)cc2)n1` stands at -52
GBA activity up result of `Cc1ccc(NC(=O)C2CCN(C(=O)NC3CCCCC3)CC2)cc1Cl` stands at 29

Entries from the list above that have an aryl thioether with sulfur outside any ring (19):
SMILES | GBA activity up
CCCC(=O)Nc1nnc(Sc2ccc(N(C)C)cc2)s1 | -39
COc1ccc(-c2nnc3ccc(SCC(=O)NCC4CCCO4)nn23)cc1 (stereo not given) | -6
COC(=O)c1ccc(CSc2nnc(-c3ccncc3)n2Cc2ccccc2)o1 | -18
CCCn1c(=O)n(C)c(=O)c2c(SCc3cc(C(C)=O)ccc3OCC)nc(C3CC3)nc21 | -3
O=C(c1ccc(Cl)cc1)N1CCCCC(Sc2nnc(-c3ccc4c(c3)OCO4)o2)C1=O (stereo not given) | -17
O=C(CSc1ccc2nnc(-c3ccccc3)n2n1)NCc1ccco1 | 17
Cc1cccc(NC(=O)CSc2nc(C)nc3c2c(=O)n(C)c(=O)n3C)c1 | -9
O=C(CSc1ccc(Cl)cc1)N1CCOCC1 | -36
CS(=O)(=O)N1CCN(C(=O)C(Sc2ccccc2)c2ccccc2)CC1 (stereo not given) | 8
CS(=O)(=O)NCc1nnc(SCc2ccccc2C(F)(F)F)o1 | -13
COc1ccc(NC(=O)c2sc(SC)nc2N)cc1 | 10
Cn1c(-c2ccccc2)cnc1SCC(N)=O | 40
COc1cc(OC)cc(-n2nnnc2SCC(=O)NCc2ccc3c(c2)OCO3)c1 | -4
Cc1cc(=O)[nH]c(SCC(=O)Nc2nnc(CC(C)C)s2)n1 | -37
Cc1nnc(NC(=O)CSc2nnc(-c3ccc(S(=O)(=O)N4CCCC4)cc3)n2C)s1 | 8
CSc1cccc(NC(=O)C2CCCN2S(=O)(=O)c2ccc3c(c2)CCC(=O)N3)c1 (stereo not given) | -18
CCC1Oc2nc(SC)nnc2-c2ccccc2N1C(=O)c1ccccc1 (stereo not given) | 1
CCN(CC)C(=O)CSc1nc2sc(C)c(C)c2c(=O)[nH]1 | -52
Cc1nnc(SCC(=O)N2CCC(Cc3ccccc3)CC2)n(N)c1=O | -11
